High-throughput results (PubChem)
Fluor 339 460: intrinsic fluorescence of library compounds, ex339/em460 – biochemical, MLSMR library, data from DPM-DC assay, artefact control, profiling panel | compound autofluorescence, ex339/em460 nm, NADH buffer; hits give high values; 1 = no-compound wells, NADH background | fluorescence fold increase at 10 µM | 65,000 tested, 5.5% active;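 active = at 10 µM, mean starting fluorescence two-fold or more over control wells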;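 also: signal is the first read of a kinetic run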
HTR1A agonist: activates the human 5-HT1a serotonin receptor | P08908 | CHO 5-HT1a Ga15 NFAT-bla reporter, FRET ratio; 0% basal, 100% maximal reference agonist | activation, % at 10 µM | 65,000 tested, 0.56% active | AID 567;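 active = activation above the screen-wide mean activation plus 3 SD, cut at about 19% in these data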;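 also: 0% = DMSO wells and 100% = 5-CT at EC100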
MMP-13 inhibitor: blocks human MMP13 activity; MMP-13 fTHP FRET cleavage, Mca fluorescence; inhibition, % at 4 µM; P45452; AID 570; 65,000 tested, 0.07% active;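 active = inhibition above the mean of compound-free control plate wells plus 3 SD, cut at about 14% in these data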;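 also: 0% = DMSO wells and 100% = wells with reference MMP-13 inhibitor after basal subtraction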
SF1 activator: activators of human nuclear receptor SF-1. activation, % at 10 µM. 65,000 tested, 1.9% active. CHO-K1 Gal4-SF-1 LBD luciferase reporter; % increase over DMSO SF-1-specific signal. Q13285;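 active = activation above the mean activation of all tested compounds plus 3 SD, cut at about 50% in these data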
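Assay system – CHO-K1 cells with Gal4–hSF-1 LBD chimera plus Gal4-driven luciferase · Quantity – 4,000 cells per well · Times – compound added 1 h post-seeding, 20 h exposure at 37 °C, 5% CO2 · Measured by – luciferase light emission · Benchmarks – DMSO and mock-transfected background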
A340 absorber: compound absorbs light at 340 nm | fold change at 10 µM | 65,000 tested, under 10 active | compound absorbance at 340 nm, fold over control;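 active = at 10 µM dose, initial 340 nm absorbance at least 2 fold that of control wells; inactive = change under 2 fold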;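 also: initial absorbance extrapolated from kinetic A340 decline of NADH oxidation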
TNAP act DEA: activators of human TNAP at intermediate phosphate acceptor; activation factor at 20 µM; 64,000 tested, under 10 active; purified TNAP, CDP-star luminescence, 100 mM DEA, 30 min; hits give high values; scale: 0 levamisole-inhibited, 1 vehicle-only enzyme; P05186; AID 813;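 active = activation factor of at least 2 at 20 µM, relative to controls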
Target sequence (P05186 whole entry, looked up): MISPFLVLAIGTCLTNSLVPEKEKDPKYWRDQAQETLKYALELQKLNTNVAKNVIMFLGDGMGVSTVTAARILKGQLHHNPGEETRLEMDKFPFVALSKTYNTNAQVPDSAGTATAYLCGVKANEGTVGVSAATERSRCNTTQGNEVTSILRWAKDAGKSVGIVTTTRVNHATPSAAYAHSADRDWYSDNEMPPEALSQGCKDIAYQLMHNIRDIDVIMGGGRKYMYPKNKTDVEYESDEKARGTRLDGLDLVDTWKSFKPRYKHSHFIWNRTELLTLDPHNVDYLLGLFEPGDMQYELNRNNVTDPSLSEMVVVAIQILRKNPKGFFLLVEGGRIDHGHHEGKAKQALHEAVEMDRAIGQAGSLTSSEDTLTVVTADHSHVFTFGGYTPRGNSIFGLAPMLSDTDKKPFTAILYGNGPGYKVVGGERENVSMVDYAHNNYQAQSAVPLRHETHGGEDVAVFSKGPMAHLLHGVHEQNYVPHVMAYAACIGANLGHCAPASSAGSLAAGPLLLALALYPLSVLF
5HT1a antag: blocks the human serotonin 5-HT1a receptor; CHO 5-HT1a Ga15 NFAT-bla reporter, antagonist mode; inhibition, % at 10 µM; 62,000 tested, 0.68% active; AID 612;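 active = inhibition above the mean of all tested compounds plus 3 SD, cut at about 43% in these data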;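 also: receptor stimulated by 5-CT agonist at 100 nM near EC80; beta-lactamase reporter measured by ratiometric fluorescence of a cleavable substrate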
NADH coupling: inhibition of NAD/NADH coupling enzymes, library profiling | 65,000 tested, 0.02% active | coupled PK/LDH NADH assays, four targets | AID 774 | IC50, µM (top dose mostly 10 µM), for inactives: at the top dose inhibition;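 active = single-dose screening hits from any of four coupled enzyme assays that gave an IC50 when retested across doses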;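 also: the DPM-DC format reads NADH fluorescence rather than 340 nm absorbance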
RORa activator: activators of human nuclear receptor RORA. P35398. CHO-K1 Gal4-RORA LBD luciferase reporter, luminescence; percent increase over mock-subtracted basal signal. activation, % at 10 µM. 65,000 tested, 1.5% active. AID 560;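 active = activation above the mean of all tested compounds plus 3 SD, cut at about 49% in these data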;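 also: 0% = DMSO-treated RORA cells and 100% = added signal equal to DMSO minus mock-transfected cells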
Target sequence (P35398 whole entry, looked up, the tested form may be a part): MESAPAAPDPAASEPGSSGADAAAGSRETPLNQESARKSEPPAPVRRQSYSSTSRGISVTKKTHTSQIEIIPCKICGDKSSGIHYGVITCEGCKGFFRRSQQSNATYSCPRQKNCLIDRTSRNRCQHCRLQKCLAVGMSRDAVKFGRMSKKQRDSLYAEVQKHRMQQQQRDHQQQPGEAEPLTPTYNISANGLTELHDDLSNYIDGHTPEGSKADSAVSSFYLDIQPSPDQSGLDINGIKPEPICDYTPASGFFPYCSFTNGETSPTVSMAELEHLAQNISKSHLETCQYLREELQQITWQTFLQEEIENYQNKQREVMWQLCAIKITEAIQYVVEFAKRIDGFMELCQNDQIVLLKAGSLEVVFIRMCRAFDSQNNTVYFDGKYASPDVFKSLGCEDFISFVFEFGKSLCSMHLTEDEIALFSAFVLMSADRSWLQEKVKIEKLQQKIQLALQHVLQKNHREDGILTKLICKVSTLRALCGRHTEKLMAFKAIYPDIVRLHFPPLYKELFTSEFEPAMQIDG
Active calls of the source: *; [ ] = remark or other dose.

`CCC(C)Oc1cccc(C(=O)Nc2ccccc2N2CCOCC2)c1` (configuration not stated) gave Fluor 339 460 1.1, HTR1A agonist 1.8, MMP-13 inhibitor 4, SF1 activator 4, A340 absorber 1.1, TNAP act DEA 1, 5HT1a antag -2, NADH coupling 4% and RORa activator -3.
Screening Nc1c(S(=O)(=O)c2cccc(Cl)c2)c2nc3ccccc3nc2n1CCN1CCOCC1 returned Fluor 339 460 3.9*, HTR1A agonist -0.7, MMP-13 inhibitor -25, SF1 activator 1, A340 absorber 1.1, TNAP act DEA 0.9, 5HT1a antag -5, NADH coupling 8%[fluoresces] and RORa activator 23.
For Cc1nc2sc(C(c3ccccc3)N3CCOCC3)c(O)n2n1 (configuration not stated) the results were Fluor 339 460 1, HTR1A agonist 0.6, MMP-13 inhibitor 1, SF1 activator -13, A340 absorber 0.98, 5HT1a antag -9, NADH coupling 7% and RORa activator -4.
`Cc1nc2ccccc2n1CC(O)Cn1c(C(F)(F)F)nc2ccccc21` (configuration not stated) gave Fluor 339 460 1, HTR1A agonist -1.6, MMP-13 inhibitor 0, SF1 activator -6, A340 absorber 0.99, TNAP act DEA 0.9, 5HT1a antag 4, NADH coupling 8% and RORa activator 18.
Screening Cc1ccc(S(=O)(=O)CCc2nnc(NC(=O)c3cnccn3)s2)cc1 returned Fluor 339 460 1, HTR1A agonist -3.0, MMP-13 inhibitor 4, SF1 activator 10, A340 absorber 1, TNAP act DEA 1, 5HT1a antag -9, NADH coupling 4% and RORa activator -17.
CN1C(=O)CSc2ccc(NC(=O)N3CCN(c4ccccn4)CC3)cc21 was read as Fluor 339 460 1.1, HTR1A agonist 1.1, MMP-13 inhibitor -6, SF1 activator -17, A340 absorber 0.99, TNAP act DEA 1, 5HT1a antag -8, NADH coupling 3% and RORa activator -19.
COc1ccc(Cn2c(C3CC3)nc3ccc(NC(C)=O)cc3c2=O)cc1 was read as Fluor 339 460 1.2, HTR1A agonist -1.4, MMP-13 inhibitor -6, SF1 activator 58*, A340 absorber 1, TNAP act DEA 0.9, 5HT1a antag 4, NADH coupling 6% and RORa activator 77*.
Screening O=C1COc2ccc(C(=O)COC(=O)CCc3ccc(S(=O)(=O)N4CCOCC4)cc3)cc2N1 returned Fluor 339 460 1.1, HTR1A agonist -5.5, MMP-13 inhibitor 3, SF1 activator 4, A340 absorber 1.1, TNAP act DEA 0.9, 5HT1a antag 1, NADH coupling 4% and RORa activator -4.
For Cn1c(=O)[nH]c(=O)c2c1nc(SCC(=O)Nc1ccccc1)n2Cc1ccccc1 the results were Fluor 339 460 1.1, HTR1A agonist 3.0, MMP-13 inhibitor 3, SF1 activator 15, A340 absorber 1, TNAP act DEA 0.9, 5HT1a antag -5, NADH coupling 3% and RORa activator 28.
C=CCN(c1ccc(C(=O)N2CCN(c3ccc(F)cc3)CC2)cc1)S(C)(=O)=O was read as Fluor 339 460 1.1, HTR1A agonist 0.0, MMP-13 inhibitor 6, SF1 activator 0, A340 absorber 1, TNAP act DEA 0.9, 5HT1a antag 1, NADH coupling 4% and RORa activator 10.
O=C(NCCCn1ccnc1)c1cc(-c2cccs2)on1 was read as Fluor 339 460 1.1, HTR1A agonist -1.4, MMP-13 inhibitor -1, SF1 activator 67*, A340 absorber 1, TNAP act DEA 0.8, 5HT1a antag 15, NADH coupling 3% and RORa activator 92*.
`Cc1nnc(SCC(=O)Nc2ccc(Cl)cn2)n1Cc1ccccc1` gave Fluor 339 460 1.2, HTR1A agonist -2.5, MMP-13 inhibitor -2, SF1 activator -1, A340 absorber 1, TNAP act DEA 0.8, 5HT1a antag -2, NADH coupling 5% and RORa activator -21.
CCCCOCCCNC(=O)c1cccs1 was read as Fluor 339 460 1.1, HTR1A agonist -3.3, MMP-13 inhibitor -1, SF1 activator -13, A340 absorber 0.98, TNAP act DEA 0.8, 5HT1a antag -7, NADH coupling 2% and RORa activator -2.
Screening CC1=C(C(N)=O)C(c2ccc(Cl)cc2Cl)n2ncnc2N1 (configuration not stated) returned Fluor 339 460 1, HTR1A agonist -0.4, MMP-13 inhibitor -6, SF1 activator -5, A340 absorber 0.98, TNAP act DEA 0.9, 5HT1a antag -4, NADH coupling 2% and RORa activator -11.
Screening CCOC(=O)C1C(C)=CC(=O)CC1c1ccco1 (configuration not stated) returned Fluor 339 460 1, HTR1A agonist -2.1, MMP-13 inhibitor 0, SF1 activator -5, A340 absorber 0.99, TNAP act DEA 0.9, 5HT1a antag -9, NADH coupling 2% and RORa activator 3.

Structural class: those above with fluorine.
`Cc1nc2ccccc2n1CC(O)Cn1c(C(F)(F)F)nc2ccccc21` (configuration not stated) gave Fluor 339 460 1, HTR1A agonist -1.6, MMP-13 inhibitor 0, SF1 activator -6, A340 absorber 0.99, TNAP act DEA 0.9, 5HT1a antag 4, NADH coupling 8% and RORa activator 18.
C=CCN(c1ccc(C(=O)N2CCN(c3ccc(F)cc3)CC2)cc1)S(C)(=O)=O was read as Fluor 339 460 1.1, HTR1A agonist 0.0, MMP-13 inhibitor 6, SF1 activator 0, A340 absorber 1, TNAP act DEA 0.9, 5HT1a antag 1, NADH coupling 4% and RORa activator 10.

Continuation.
`C=CCSc1nc2sc(C)c(C)c2c(=O)[nH]1` gave Fluor 339 460 0.95, HTR1A agonist -1.5, MMP-13 inhibitor 5, SF1 activator -2, A340 absorber 1, TNAP act DEA 0.8, 5HT1a antag -18, NADH coupling 4% and RORa activator -6.
CCN1/C(=C/C(C)=O)Sc2ccc(OC)cc21 was read as Fluor 339 460 1, HTR1A agonist -3.0, MMP-13 inhibitor 3, SF1 activator -27, A340 absorber 1.2, TNAP act DEA 0.9, 5HT1a antag 1, NADH coupling 10% and RORa activator 7.
`Oc1ccc2ccccc2c1CN1CCN(c2ccccc2F)CC1` gave Fluor 339 460 1.2, HTR1A agonist 2.8, MMP-13 inhibitor -8, SF1 activator 7, A340 absorber 1, TNAP act DEA 0.8, 5HT1a antag 1, NADH coupling 3% and RORa activator -15.
`O=C(COn1nnc2ccc(Cl)cc21)NCc1ccccc1` gave Fluor 339 460 1.1, HTR1A agonist -0.6, MMP-13 inhibitor -3, SF1 activator -10, A340 absorber 0.99, TNAP act DEA 0.9, 5HT1a antag 1, NADH coupling 4% and RORa activator -7.
Screening CC1CCN(C(=O)CCc2nc3cc(S(=O)(=O)N(C)C)ccc3n2C)CC1 returned Fluor 339 460 1.1, HTR1A agonist -0.3, MMP-13 inhibitor -4, SF1 activator -7, A340 absorber 1, TNAP act DEA 1.1, 5HT1a antag 9, NADH coupling 6% and RORa activator -9.
For Cc1nn(C(C)(C)C)c(OC(=O)c2ccc3c(c2)OCO3)c1S(=O)(=O)c1ccccc1 the results were Fluor 339 460 1.1, HTR1A agonist 0.6, MMP-13 inhibitor 2, SF1 activator -7, A340 absorber 1, TNAP act DEA 0.9, 5HT1a antag 15, NADH coupling 3% and RORa activator -12.
Cc1ccc(NC(=O)CS(=O)CC(=O)N(CC(=O)NC2CCCC2)c2cc(C)ccc2C)cc1 (configuration not stated) was read as Fluor 339 460 1.1, HTR1A agonist -3.2, MMP-13 inhibitor -2, SF1 activator -4, A340 absorber 0.99, TNAP act DEA 0.9, 5HT1a antag 4, NADH coupling 10% and RORa activator 2.
For O=c1[nH]c(Cc2cccs2)nc2ccccc12 the results were Fluor 339 460 1.1, HTR1A agonist -1.8, MMP-13 inhibitor 2, SF1 activator -14, A340 absorber 1, TNAP act DEA 0.9, 5HT1a antag 7, NADH coupling 8% and RORa activator 3.
For O=C(c1ccc(=O)oc1)N1CCCc2ccccc21 the results were Fluor 339 460 1.9, HTR1A agonist 0.0, MMP-13 inhibitor 1, SF1 activator -4, A340 absorber 1.1, TNAP act DEA 0.9, 5HT1a antag -12, NADH coupling 8% and RORa activator 18.
CCOC(=O)c1[nH]c2ccc(OC)cc2c1NC(=O)CCN1CCc2ccccc2C1 was read as Fluor 339 460 2.3*, HTR1A agonist -3.3, MMP-13 inhibitor -130[fluorescence artefact?], SF1 activator -2, A340 absorber 1.1, TNAP act DEA 0.9, NADH coupling 5%[fluoresces] and RORa activator -14.
COc1ccccc1CC(=O)NCC1CCCO1 (configuration not stated) was read as Fluor 339 460 1, HTR1A agonist -2.5, MMP-13 inhibitor 3, SF1 activator 3, A340 absorber 0.98, TNAP act DEA 0.9, 5HT1a antag 0, NADH coupling 2% and RORa activator -16.
O=C(NCc1ccccc1Cl)c1cnc2n(c1=O)CCS2 was read as Fluor 339 460 1.1, HTR1A agonist 0.0, MMP-13 inhibitor 2, SF1 activator -4, A340 absorber 1.1, TNAP act DEA 0.9, 5HT1a antag -13, NADH coupling 3% and RORa activator 6.
`N#CC1(P(=O)(c2ccccc2)c2ccccc2)CC1` gave Fluor 339 460 1.1, HTR1A agonist -0.8, MMP-13 inhibitor 0, SF1 activator -13, A340 absorber 1, TNAP act DEA 0.9, NADH coupling 3% and RORa activator -4.
`CCCS(=O)(=O)N1CCC(C(=O)N2CCN(Cc3ccccc3)CC2)CC1` gave Fluor 339 460 1.1, HTR1A agonist -1.9, MMP-13 inhibitor 1, SF1 activator -5, A340 absorber 0.96, TNAP act DEA 0.9, 5HT1a antag -2, NADH coupling 5% and RORa activator 13.
For COc1cc(C)nc(Oc2ccc(=O)n(C)n2)n1 the results were Fluor 339 460 1.1, HTR1A agonist -2.4, MMP-13 inhibitor -13, SF1 activator -3, A340 absorber 1.1, TNAP act DEA 0.8, NADH coupling 0% and RORa activator -6.

Part of the list above in order of count of non-hydrogen atoms, smallest number first:
For COc1cc(C)nc(Oc2ccc(=O)n(C)n2)n1 the results were Fluor 339 460 1.1, HTR1A agonist -2.4, MMP-13 inhibitor -13, SF1 activator -3, A340 absorber 1.1, TNAP act DEA 0.8, NADH coupling 0% and RORa activator -6.
Screening CC1CCN(C(=O)CCc2nc3cc(S(=O)(=O)N(C)C)ccc3n2C)CC1 returned Fluor 339 460 1.1, HTR1A agonist -0.3, MMP-13 inhibitor -4, SF1 activator -7, A340 absorber 1, TNAP act DEA 1.1, 5HT1a antag 9, NADH coupling 6% and RORa activator -9.
For Cc1nn(C(C)(C)C)c(OC(=O)c2ccc3c(c2)OCO3)c1S(=O)(=O)c1ccccc1 the results were Fluor 339 460 1.1, HTR1A agonist 0.6, MMP-13 inhibitor 2, SF1 activator -7, A340 absorber 1, TNAP act DEA 0.9, 5HT1a antag 15, NADH coupling 3% and RORa activator -12.

Remaining list, next part:
CCOc1cccc2cc(-c3csc(NC(=O)CCC(=O)N4CCN(C)CC4)n3)c(=O)oc12 was read as Fluor 339 460 1.9, HTR1A agonist -0.4, MMP-13 inhibitor -5, SF1 activator -1, A340 absorber 1.1, TNAP act DEA 0.9, 5HT1a antag -1, NADH coupling 4% and RORa activator 8.
O=C(NCCOCCOCCNC(=O)c1cccnc1)c1cccnc1 was read as Fluor 339 460 1.1, HTR1A agonist 1.3, MMP-13 inhibitor 4, SF1 activator 38, A340 absorber 1, TNAP act DEA 0.9, NADH coupling 2% and RORa activator -1.
For COC(=O)c1ccc(N=c2sc(C(=O)OC)cc(=O)n2C)cc1 the results were Fluor 339 460 1, HTR1A agonist -3.7, MMP-13 inhibitor 2, SF1 activator -11, A340 absorber 1.1, TNAP act DEA 1, 5HT1a antag 12, NADH coupling 5% and RORa activator 20.
Screening COc1ccc(NC(=O)CCN2CCC(C)CC2)cc1 returned Fluor 339 460 1.1, A340 absorber 1, TNAP act DEA 0.9 and NADH coupling 3%.
